Screening results: PubChem, Broad Institute
E-selectin induc – E-selectin induction in HUVECs, primary screen, imaging, HUVEC, immunofluorescence imaging, single point; normalized: neutral wells 0, TNF-alpha wells 100; activation, % at 7.58 µM; P16581; AID 686992, 2013; hit rate 0.37% among 260,000;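 active = mean E-selectin-positive cell signal at least 10% of the positive control, reached in at least 60% of replicates, without over 20% cell loss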;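 note: in these data hits start at about 27%; measured in HUVEC primary endothelial cells; signal is the percent of cells scored E-selectin positive by PE staining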
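Test system: HUVEC; input: 3,000 HUVEC/well; measured by: immunofluorescence imaging; read-out: % PE-positive cells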
S100A4 inh HTS – inhibitors of S100A4-myosin IIA peptide binding, primary screen, biochemical, fluorescence polarization, TAMRA-MyoIIA peptide; Protein S100-A4 (Homo sapiens), P26447; inhibition, % at 10.7 µM; hit rate 0.14% among 360,000;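 active = mean inhibition of at least 70% across replicates, with every replicate also reaching that level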
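Compound dosing: one dose per compound; test system: human S100A4 monomer with TAMRA-labelled myosin IIA peptide; probe or stimulus: TAMRA-labelled myosin IIA heavy-chain peptide probe, 5 nM; medium: HEPES buffer with Ca2+, pH 7.2; schedule: 5 min incubation before reading; benchmarks: neutral control DMSO, positive control TFP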
RAD52 anneal inh – RAD52 DNA annealing inhibitors, primary screen, biochemical, FRET, single point, set 2 | inhibition, % at 18.7 µM | recombinant RAD52 DNA annealing, FRET fluorescence | hit rate 0.46% among 360,000 | DNA repair protein RAD52 homolog (Homo sapiens), P43351;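 active = every replicate showing at least 50% inhibition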
RAD54 inh – inhibitors of human RAD54 branch migration, primary screen, biochemical, fluorescence, single point | DNA repair and recombination protein RAD54-like (Homo sapiens), Q92698 | RAD54 Holliday junction branch migration, FAM/BHQ fluorescence | inhibition, % at 10.4 µM | hit rate 0.14% among 360,000;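 active = mean normalized replicate activity at least 40 and at least half of replicates scoring 40 or more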;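 note: 0% = median of neutral control wells and 100% = median of positive control wells; inhibitors cause a drop in the FAM fluorescence signal; in these data hits start at about 50%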
Xi reactivation – activators of inactive X chromosome reactivation, primary screen, imaging, XiGFP fibroblasts, GFP high-content imaging, set 2 | XiGFP mouse fibroblasts, % GFP-positive cells imaging, 3 d; cells co-treated with 5-aza-dC sensitizer; scaled so ellipticine positive control = 100% | activation, % at 7.58 µM | hit rate 0.055% among 360,000 | AID 743238, 2013;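 active = mean normalized replicate activation at least 10% and every replicate at or above 10%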;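 note: 0% = median of on-plate neutral control wells and 100% = ellipticine 6 µM median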
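Material: XiGFP fibroblasts, SV40-immortalized. Buffer or medium: DMEM plus 5-aza-dC sensitizer. Compound: single concentration per compound, delivered by pin transfer. Times: 3 days compound exposure. Controls: ellipticine 6 µM.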
FN deposition inh – inhibitors of fibronectin matrix deposition, primary screen, AH1F cells, Alexa488-fibronectin fluorescence, plate reader; hit rate 0.086% among 350,000; inhibition, % at 12.6 µM; AH1F fibroblasts, overnight;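 active = mean inhibition across replicates of 30% or more, regardless of how many single replicates reach that level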;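 note: positive control wells lacked labelled fibronectin entirely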
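Assay system: AH1F fibroblasts / Quantity: 10000 cells per well / Medium: DMEM plus 2% serum, read in PBS / Reagent: labelled fibronectin 24 nM / Dosing: single dose, pinned / Times: 1 h cell attachment, overnight exposure to compound and label / Signal: fluorescence, ex 485 nm, em 525 nm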
esBAF inh – Bmi1 luciferase reporter increase in mESCs, primary screen, esBAF inhibitor project, mouse ES cells, Bmi1 luciferase knock-in, single point; 24 h; 100% = twice the neutral-well signal; AID 602393, 2012; reporter increase, % at 12.5 µM; hit rate 2% among 350,000; in the data active = activation above about 40%;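 note: 0% = median of the plate's neutral control wells and 100% = double that signal; a rise in the Bmi1 reporter signal indicates esBAF inhibition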
EWS-Fli inh – EWS/Fli-driven NR0B1 reporter inhibitors, primary screen, A673 cells, NR0B1 luciferase, luminescence, MLPCN library. hit rate 0.67% among 350,000. inhibition, % at 12.6 µM. viability-normalised;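 active = mean inhibition of at least 50% after viability correction, with every replicate also passing that limit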;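 note: firefly luciferase signal divided by Alamar Blue viability fluorescence both relative to DMSO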
Starred values were filed as active, the others as inactive; i = inactive; · = not tested or not shown; + = active, no number; & = joins results of further samples; ! = a repeat was not active.

#1 CN(C)c1ccc(C=C2C(=O)NC(=S)NC2=O)cc1[N+](=O)[O-]
#2 COC(=O)[C@@H]1[C@@H](CO)[C@@H]2Cn3c(ccc(-c4cccc(F)c4)c3=O)[C@H]1N2Cc1ccncc1
#3 Cc1cccc(N2CCc3c2nc2ccccc2c3N)c1
#4 N#Cc1cccc(-c2ccc([C@H]3[C@H]4CN(C(=O)Cc5cccnc5)CCCCN4[C@H]3CO)cc2)c1
#5 O=C(Cc1ccc([N+](=O)[O-])cc1)N1CCN(Cc2ccc3c(c2)OCO3)CC1
#6 COC(=O)C1=C(c2ccc3ccccc3c2)C[C@@H]2CC[C@H]1N2C(=O)NC1CC1
#7 Cc1cc(N(CCCl)CCCl)ccc1C=Cc1ccncn1
#8 CN1C(=O)N(C)C(=O)C2(Cc3ccccc3N3CCCC32)C1=O (stereo not drawn)
screen / no.,1,2,3,4,5,6,7,8
E-selectin induc,·,0.0,1.5,0.2,0.1,-0.2,-0.1,·
S100A4 inh HTS,-10.0,6.9,-1.9,-31.9,0.3,4.4,-24.9,-7.2
RAD52 anneal inh,-23.4,-11.6,10.1,-10.5,-7.3,-8.6,-13.6,-43.3
RAD54 inh,·,20.6,30.0,3.9,-1.4,-0.1,3.5,-0.9
Xi reactivation,-0.1,0.2,0.7,0.1,0.0,0.0,0.0,0.0
FN deposition inh,·,16.2,0.0,·,-2.4,-1.1,26.4,6.5
esBAF inh,·,3.4,-5.2,-1.4,·,4.6,3.4,·
EWS-Fli inh,2.5,-1.7,-11.5,6.3,14.7,6.1,13.9,16.0

#9 O=C(c1ccc(F)cc1)N1CCC2(CC1)OCCO2
#10 COc1ccc(CCNCc2sccc2C)cc1OC
#11 O=C1NC(=O)C(Cc2ccccc2)(Cc2ccccc2)C(=O)N1Cc1ccccc1
#12 COc1cccc(CN2CCN(c3ccc(F)cc3)CC2)c1OC
#13 CN(C(=O)Oc1ccc([N+](=O)[O-])cc1)c1ccccc1
#14 Cc1cc(-c2cc(C)c(N)c(C)c2)cc(C)c1N
#15 Nc1nc(N)c2cnnn2n1
#16 Cc1cccc(-n2c(O)c(C=Nc3ccc(S(N)(=O)=O)cc3)c(=O)[nH]c2=O)c1
screen / no.,9,10,11,12,13,14,15,16
E-selectin induc,0.2,·,0.2,0.6,·,·,-0.2,·
S100A4 inh HTS,-0.7,-2.8,-0.1,5.0,·,-12.8,0.3,10.6
RAD52 anneal inh,-3.1,-10.0,8.9,-41.9,·,-7.6,-10.3,-13.6
RAD54 inh,-5.5,-3.7,·,-24.2,-1.6,4.2,-3.2,·
Xi reactivation,0.0,0.0,0.2,-0.1,0.0,·,-0.1,0.0
FN deposition inh,-2.6,·,·,·,-1.9,·,0.4,-3.7
esBAF inh,-3.0,-9.5,·,0.7,-14.6,-4.5,0.3,·
EWS-Fli inh,8.7,-3.6,0.1,1.4,·,1.1,-6.7,-4.8

#17 Cc1cccc(Cn2cc(C=O)c3ccccc32)c1
#18 O=[N+]([O-])c1ccc(CNCCc2ccccc2)cc1
#19 O=C1C(=Cc2ccccc2)N2CCC1CC2
#20 COc1cc(CN=C(C)c2c(O)n(C3CCCCC3)c(=O)[nH]c2=O)cc(OC)c1
#21 O=[N+]([O-])c1ccc(N2CCNCC2)cc1N1CCCCCC1
#22 O=C(O)COc1ccc(Cl)cc1Cl
#23 CN1CCC(OC(=O)c2cccc(F)c2)CC1
#24 CCCCN1C(=O)/C(=C/C=C/c2ccco2)C(=O)NC1=S
screen / no.,17,18,19,20,21,22,23,24
E-selectin induc,0.0,·,-1.6,0.0,-0.3,-0.1,-0.1,·
S100A4 inh HTS,-8.0,-3.6,-0.2,-9.3,-2.4,-10.4,-2.7,-107.3
RAD52 anneal inh,-11.7,1.8,6.3,-16.2,48.5,-9.3,-1.7,i
RAD54 inh,-13.4,6.7,8.6,·,0.1,-3.9,·,-16.0
Xi reactivation,0.0,0.2,0.0,0.1,0.4,0.1,0.3,0.1
FN deposition inh,-1.3,-3.9,4.1,-4.1,9.5,-10.6,2.7,-1.9
esBAF inh,-2.2,-5.9,23.9,·,·,·,·,·
EWS-Fli inh,14.9,5.9,0.9,28.0,-5.4,-1.3,-9.3,8.9

#25 COc1ccc(-c2ccc(OC)c(OC)c2OC)cc1
#26 C=C1[C@@H](C)[C@H]2[C@H](Cc3ccccc3)NC(=O)[C@]23OC(=O)/C=C/[C@H](O)CCC[C@@H](C)C/C=C/[C@H]3[C@@H]1O
#27 C/C(=N\NP(=S)(c1ccccc1)c1ccccc1)c1ccc(O)cc1O
#28 CN1[C@@H]2CCC[C@H]1CC(=O)C2
#29 COc1cc(Br)cc(CN2CCN(C)CC2)c1O
#30 Cc1ccc(CC(=O)N2CCN(Cc3ccccc3)CC2)cc1
#31 CC(C)Oc1cccc(C(=O)C2CCCN(Cc3ccon3)C2)c1 (stereo not drawn)
#32 CCC(=NCc1cc(OC)cc(OC)c1)c1c(O)n(C2CCCCC2)c(=O)[nH]c1=O
screen / no.,25,26,27,28,29,30,31,32
E-selectin induc,·,0.3,0.5,-0.4,·,-5.0,·,-0.1
S100A4 inh HTS,2.3,-2.3&2.1,0.6,-7.3,-7.3,-1.9,1.4,-3.6
RAD52 anneal inh,-4.0,0.7,-25.1,-14.6,3.4,4.0,0.3,-30.0
RAD54 inh,-3.8,1.4,11.2,-4.3,·,·,-4.9,0.7
Xi reactivation,0.3,-0.1,0.4,0.0,·,0.0,-0.1,0.0
FN deposition inh,4.0,35.1*!,2.9,0.5,·,5.2,·,4.5
esBAF inh,12.4,10.9,·,-1.5,-2.6,16.3,17.9,·
EWS-Fli inh,1.8,-13.6,-0.9,-7.6,4.1,-19.3,-10.4,16.4

#33 CCCC(C)C1(CC)C(=O)NC(=Nc2ccc(OC)cc2)NC1=O (stereo not drawn)
#34 O=[N+]([O-])c1ccc(NCCCN2CCOCC2)nc1
#35 COC(=O)C1=CCCN(C)C1
#36 COc1cccc2c1C(=O)c1c(O)c3c(c(O)c1C2=O)CC(O)(C(C)=NO)CC3OC1CC(N)C(O)C(C)O1 (stereo not drawn)
#37 O=C(NC(=S)N1C[C@H]2C[C@H](C1)c1cccc(=O)n1C2)c1ccc(Cl)cc1Cl
#38 Cc1ccc2c(c1)C1CN(C)CCC1N2C(=O)c1ccco1 (stereo not drawn)
#39 CN1CC(C(=O)c2ccc(F)cc2)C(c2c(F)cccc2Cl)C1 (stereo not drawn)
#40 COc1c(O)cc2c(c1OC)-c1ccc(SC)c(=O)cc1C(NC(C)=O)CC2 (stereo not drawn)
screen / no.,33,34,35,36,37,38,39,40
E-selectin induc,·,·,1.6,3.3,·,·,·,0.1
S100A4 inh HTS,6.9,5.1,1.4,+,0.2,-2.5,-0.3,1.3
RAD52 anneal inh,-13.7,-28.9,-1.7,i,-5.2,-14.9,-16.0,-3.6
RAD54 inh,-6.1,-4.5,0.3,·,-2.3,-0.1,·,·
Xi reactivation,0.0,-0.1,0.1,-0.1,·,·,0.0,1.3
FN deposition inh,7.4,8.8,0.8,-0.5,·,·,-1.4,-24.2
esBAF inh,2.4,-6.7,4.4,·,-4.5,-6.6,·,·
EWS-Fli inh,-9.6,-0.2,-3.1,38.0,0.0,10.4,6.6,34.1

Structural class: the entries above with a Cl atom (4)
#7 Cc1cc(N(CCCl)CCCl)ccc1C=Cc1ccncn1
#22 O=C(O)COc1ccc(Cl)cc1Cl
#37 O=C(NC(=S)N1C[C@H]2C[C@H](C1)c1cccc(=O)n1C2)c1ccc(Cl)cc1Cl
#39 CN1CC(C(=O)c2ccc(F)cc2)C(c2c(F)cccc2Cl)C1 (stereo not drawn)
screen / no.,7,22,37,39
E-selectin induc,-0.1,-0.1,·,·
S100A4 inh HTS,-24.9,-10.4,0.2,-0.3
RAD52 anneal inh,-13.6,-9.3,-5.2,-16.0
RAD54 inh,3.5,-3.9,-2.3,·
Xi reactivation,0.0,0.1,·,0.0
FN deposition inh,26.4,-10.6,·,-1.4
esBAF inh,3.4,·,-4.5,·
EWS-Fli inh,13.9,-1.3,0.0,6.6

(list continues)
#41 CC1[C@H]2Cc3ccc(O)cc3[C@]1(C)CCN2C (stereo partly drawn)
#42 CN1C(=O)N(C)C(=O)C2(Cc3cc(NC(=O)c4ccccc4Cl)ccc3N3CCCC32)C1=O (stereo not drawn)
#43 CN1CCN(c2ccc([N+](=O)[O-])c(SCCO)c2)CC1
#44 COC(=O)C1=C(c2ccc3ccccc3c2)C[C@@H]2CC[C@H]1N2C(=O)NCc1ccc(C(F)(F)F)cc1
#45 CN(C)C(=O)NC(O)C(Cl)(Cl)Cl (stereo not drawn)
#46 COc1ccccc1N1CCN(CCc2ccccc2)CC1
#47 Cc1nc2ccccc2c(=O)n1-c1ccc(Cl)c(Cl)c1
#48 CNC(=O)OCc1n(C)cc[n+]1C
screen / no.,41,42,43,44,45,46,47,48
E-selectin induc,·,·,-1.3,-0.2,·,-0.1,0.0,3.0
S100A4 inh HTS,-29.2,3.0,-5.9,-15.7,-1.9,1.2,5.6,-2.2
RAD52 anneal inh,-6.7,-18.1,-1.6,-16.8,-3.5,-17.3,2.6,-15.9
RAD54 inh,-17.5,-10.4,·,6.2,-15.8,-0.6,-3.8,·
Xi reactivation,·,0.2,0.1,0.1,·,0.2,0.0,0.0
FN deposition inh,·,9.0,11.2,-13.0,·,-1.4,0.2,6.0
esBAF inh,1.6,7.2,·,-1.4,-5.1,3.7,27.0,·
EWS-Fli inh,-2.0,-2.7,1.6,12.5,4.9,0.1,-141.2,-4.1

#49 CN(C)C(=O)Oc1cc(OC(=O)N(C)C)cc(C(O)CNC(C)(C)C)c1 (stereo not drawn)
#50 CCN1CCN(c2ccc([N+](=O)[O-])cc2C(=O)OC)CC1
#51 O=C(Nc1ccccc1)c1cccn(Cc2ccccc2)c1=O
#52 CC(C)(C)c1o[nH]c(=O)c1CC(N)C(=O)O (stereo not drawn)
#53 CCCC[N+]1(C)C2CC(OC(=O)C(CO)c3ccccc3)CC1C1OC12 (stereo not drawn)
#54 CN1CC(Br)C(=O)NC1=O (stereo not drawn)
#55 CN(C)CCN(CC1CCCN(Cc2ccccc2F)C1)C(=O)Cc1c(F)cccc1F (stereo not drawn)
screen / no.,49,50,51,52,53,54,55
E-selectin induc,-2.3&0.1,·,-0.4,0.0,-2.1,1.8,3.2
S100A4 inh HTS,-3.0&-2.4,-1.4,-0.9,-3.9,-1.2,-1.4,-5.6
RAD52 anneal inh,6.8&3.7,-5.7,-18.0,-5.1,3.8,-4.2,-13.4
RAD54 inh,-1.9&-7.9,3.7,·,-10.5,10.3,-4.4,3.5
Xi reactivation,-0.2&-0.1,0.1,0.0,0.0,0.1,-0.1,0.4
FN deposition inh,-8.4&3.9,3.1,2.3,-14.2,-9.3,·,3.2
esBAF inh,1.1&-0.2,·,·,1.7,3.9,3.1,-3.7
EWS-Fli inh,1.7&-7.8,5.4,-60.6,-6.8,1.3,7.5,-7.3

Some of the compounds tested, so the mix of outcomes need not match the whole.
